# TRPC6 activator: mouse TRPC6 channel activators, primary screen, cell-based, HEK293, membrane potential dye; B-score at 10 µM; 310,000 compounds, 0.13% hits; HEK293-TRPC6 membrane potential dye fluorescence; active compounds read high;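 active = B-score of the integrated fluorescence ratio above library mean plus 3 SD, and starting fluorescence ratio within library mean plus 5 SD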;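 also: higher score means more depolarization so channel activation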
# Target sequence (Q61143 whole entry, looked up): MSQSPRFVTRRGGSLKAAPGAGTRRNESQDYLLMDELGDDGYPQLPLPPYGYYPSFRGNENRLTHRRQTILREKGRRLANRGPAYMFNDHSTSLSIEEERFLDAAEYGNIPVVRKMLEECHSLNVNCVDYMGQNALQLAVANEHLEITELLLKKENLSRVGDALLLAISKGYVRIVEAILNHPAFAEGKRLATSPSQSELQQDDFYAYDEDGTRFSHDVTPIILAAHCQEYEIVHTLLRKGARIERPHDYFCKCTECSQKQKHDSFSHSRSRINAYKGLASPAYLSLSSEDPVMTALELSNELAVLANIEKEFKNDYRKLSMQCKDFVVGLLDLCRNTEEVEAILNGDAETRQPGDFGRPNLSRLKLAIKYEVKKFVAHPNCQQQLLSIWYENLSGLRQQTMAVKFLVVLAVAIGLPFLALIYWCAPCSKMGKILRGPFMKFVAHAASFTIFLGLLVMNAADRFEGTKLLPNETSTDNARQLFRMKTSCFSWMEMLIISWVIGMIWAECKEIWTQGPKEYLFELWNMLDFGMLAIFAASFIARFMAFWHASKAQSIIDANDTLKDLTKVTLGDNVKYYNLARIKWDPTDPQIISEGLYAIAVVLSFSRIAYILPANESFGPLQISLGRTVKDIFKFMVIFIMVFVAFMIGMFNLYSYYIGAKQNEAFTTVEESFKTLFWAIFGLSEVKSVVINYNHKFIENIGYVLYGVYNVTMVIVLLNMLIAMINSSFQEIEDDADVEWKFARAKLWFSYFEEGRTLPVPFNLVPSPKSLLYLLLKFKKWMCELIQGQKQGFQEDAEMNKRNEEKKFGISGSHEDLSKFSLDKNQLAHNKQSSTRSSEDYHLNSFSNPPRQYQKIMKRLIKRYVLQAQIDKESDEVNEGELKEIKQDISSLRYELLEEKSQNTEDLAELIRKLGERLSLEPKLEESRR
# MrgX1 antagonist: antagonists of human MrgX1 receptor, primary screen, HEK293 cells, Fluo-4 calcium flux; BAM8-22 antagonism; active compounds read low; B-score at 10 µM; 310,000 compounds, 1.3% hits;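 active = calcium-response B-score plate-corrected more than 3 library SD below zero, starting fluorescence within 5 deviations, no agonist response on first addition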;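 also: peak minus trough fluorescence over baseline after final BAM8-22 challenge near maximal dose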
# aSyn UTR inh: MLPCN primary screen, SNCA 5' untranslated region. inhibition, % (tested at 7.5 µM). AID 1813, 2009. 300,000 compounds, 0.82% hits. alpha-synuclein 5'UTR reporter, inhibitor activity; in the data active = inhibition above about 60%; inconclusive = no clear call, values can overlap the other calls;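 also: H4 neuroglioblastoma cells stably carrying SNCA 5'UTR luciferase fusion; 0% = DMSO wells and 100% = positive control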
# TRPC4 agonist: activators of mouse TRPC4 channel, primary screen, Fluo4 calcium, HEK293 TRPC4beta/mu-opioid cells | Fluo4 calcium fluorescence; active compounds read high | Short transient receptor potential channel 4 (Mus musculus), Q9QUQ5 | 310,000 compounds, 0.49% hits | B-score at 10 µM | AID 2237, 2010;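 active = B-score above 5 SD of library B-scores, and initial fluorescence ratio not above library mean plus 5 SD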;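 also: positive B-score marks a calcium rise read as TRPC4 activation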
#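 System – HEK293 cells stably co-expressing mouse TRPC4beta and mu-opioid receptor · Signal – Fluo4 calcium-sensitive dye fluorescence, kinetic, 1 Hz baseline · Benchmarks – buffer (low) and maximal DAMGO (high) · Read-out – B score of integrated fluorescence ratio per well · Incubation – dye loading 45 min room temperature, 110 s kinetic read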
# TRPC4 block: inhibitors of mouse TRPC4 channel, primary screen, Fluo4 calcium, HEK293 TRPC4beta/mu-opioid cells. Short transient receptor potential channel 4 (Mus musculus), Q9QUQ5. 300,000 compounds, 0.39% hits. AID 2247, 2010. DAMGO-evoked Fluo4 calcium flux; active compounds read low. B-score at 10 µM;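 active = B-score over 3 SD under the library average, no early fluorescence shift, positive overall ratio signal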
#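 Material: HEK293 cells with stable TRPC4beta plus mu-opioid receptor expression / Probe or stimulus: DAMGO in two steps, submaximal then maximal / Compound: single concentration per test compound / Technique: kinetic Fluo4 fluorescence imaging of calcium influx / Read-out: per-well B score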
# TRPC4 potent: positive allosteric modulators of TRPC4, primary screen, cell-based, mouse TRPC4beta, HEK293 mu-opioid, Fluo-4 calcium; Short transient receptor potential channel 4 (Mus musculus), Q9QUQ5; DAMGO EC20, Fluo-4 Ca2+ flux; active compounds read high; B-score at 10 µM; 310,000 compounds, 0.42% hits;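 active = B-score of calcium response area above 5 SD of library B-scores, with initial fluorescence ratio within 5 SD of library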;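 also: B-score of integrated fluorescence ratio over time as area under calcium response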
# TRPC6 inh: mouse TRPC6 channel inhibitors, primary screen, cell-based, HEK293, membrane potential dye. 310,000 compounds, 1.1% hits. AID 2553, 2010. B-score at 10 µM. ACh-evoked depolarization; active compounds read low;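 active = B-score under library mean minus 3 SD, initial fluorescence not abnormally high, positive integrated signal ratio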;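 also: B-score derived from integrated fluorescence ratio over the kinetic read; more negative B-score means stronger inhibition of depolarization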
# HIF act: HIF pathway transcriptional activators, primary screen, cell-based, U2OS HRE-luciferase, luminescence; U2OS HRE-luciferase reporter; normalized: DMSO 0%, desferrioxamine 100%; activation, % at 7.5 µM (by protocol); 300,000 compounds, 0.32% hits;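 active = mean activation of at least 10% of the iron chelator positive control signal, with at least half of replicates also reaching 10%; inconclusive = mean and replicate majority disagree about reaching 10%; inactive = mean and most replicates under 10%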
# SKKanGAS inh: S. pyogenes SKKanGAS growth inhibitors in kanamycin, primary screen, streptokinase expression inhibitor project, SKKanGAS strain, BacTiter-Glo luminescence | AID 1662, 2009 | inhibition, % at 7.5 µM | 300,000 compounds, 1.3% hits | 6 h;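 active = mean replicate score, as percent of positive control median, at least 50; inconclusive = mean below 50 but one replicate at or above 50; inactive = mean and every replicate below 50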;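 also: strain carries kanamycin resistance gene driven by streptokinase promoter and grows in 40 µg/ml kanamycin; loss of luminescence reflects streptokinase promoter inhibition or plain growth inhibition; 0% = median of DMSO wells and 100% = positive control at its reference dose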
# KLF5 inhibitor: KLF5 expression inhibitors, primary screen, DLD-1 cells, luminescence; DLD-1 KLF5 promoter-luciferase reporter; 290,000 compounds, 0.23% hits; AID 1700, 2009; inhibition, % at 5 µM;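 active = inhibition above a per-plate limit of that plate's mean compound inhibition plus 3 SD, cut at about 60% in these data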;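 also: 0% = DMSO wells and 100% = LY294002 at 200 µM; higher means less KLF5 promoter-driven luciferase light; inactives centre near -14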
# IEC-6 cytotox: cytotoxicity in IEC-6 intestinal epithelial cells, primary screen, cytotoxicity control for KLF5 inhibitor project, cell-based, luminescence | inhibition, % at 5 µM | AID 1825, 2009 | 290,000 compounds, 0.78% hits | IEC-6 cytotoxicity, luminescence viability; in the data active = inhibition above about 22%;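 also: 0% = plate median of test compound wells and 100% = cytotoxic reference compound wells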
# * = called active by the depositor; i = inactive; ? = inconclusive; · = not tested or not shown.
SMILES,TRPC6 activator,MrgX1 antagonist,aSyn UTR inh,TRPC4 agonist,TRPC4 block,TRPC4 potent,TRPC6 inh,HIF act,SKKanGAS inh,KLF5 inhibitor,IEC-6 cytotox
O=c1c(N=Nc2ccc(O)cc2)c(-c2ccccc2)[nH]n1-c1ccc([N+](=O)[O-])cc1,i,i,5,i,i,i,i,0.4,5,1,7
Cc1ccccc1OCc1nc2ccccc2c(=O)n1/N=C/c1cn[nH]c1-c1ccc(Br)cc1,i,i,8,i,i,i,i,0.1,38,-20,-1
CN1CCC(N(C)C(=S)Nc2ccc(SC(F)F)cc2)CC1,i,i,-16,i,i,i,i,-0.1,-6,-19,2
O=C(NNC(=O)c1ccccc1Cl)c1cccs1,i,i,-39,i,i,i,i,-0.3,-4,-43,0
Cc1ccccc1NC(=O)CSc1nc(Nc2ccccc2)nc(N2CCOCC2)n1,i,i,28,i,i,i,i,-0.3,0,9,-5
CCOC(=O)c1[nH]c2cc(OC)c(OC)cc2c1NC(=O)CN1CCN(c2ccc(OC)cc2)C(C)C1 (stereo unspecified),i,i,14,i,i,i,i,-0.8,29,-23,9
Cc1ccc(S(=O)(=O)N2CCN(C(=O)N3CCOCC3)C2C)cc1 (stereo unspecified),i,i,-4,i,i,i,i,-0.4,-1,-24,0
Cc1cccc(N2C(=N)SCC2=O)c1C,i,i,-1,i,i,i,i,-0.4,-8,-3,-3
O=C(NCCO)c1ccc2[nH]c3c(c2c1)CCCC3,i,-6.5*,-32,i,i,i,i,·,-2,-43,-4
CC(C)c1ccc(NC2CCCN(C(=O)c3cscn3)C2)cc1 (stereo unspecified),i,i,-23,i,i,i,i,0.1,4,-40,1
CCOC(=O)C1CCN(C(=O)c2ccc3c(c2)NC(=O)/C(=C\c2cccc(C)c2)S3)CC1,i,i,-14,i,i,i,i,0.1,?,-13,-8
O=C(COC(=O)CCCNC(=O)c1ccc(Cl)cc1)Nc1cc(Cl)ccc1Cl,i,i,-6,i,i,i,i,-0.7,-4,-12,4
CC(C)(C)c1nnc(NS(=O)(=O)c2cc(Cl)ccc2Cl)s1,i,i,-1,i,i,i,i,-0.2,25,-27,0
CCOc1ccc2cc(C#N)c(SCC(=O)NC(C)CC)nc2c1 (stereo unspecified),i,i,0,i,i,i,i,1.1,2,-18,1
O=C1Nc2ccccc2N(O)N1c1ccc(Cl)c(Cl)c1,i,i,-13,i,i,i,i,0.4,-14,-12,-5
O=C(COc1ccc([N+](=O)[O-])cc1)Nc1ccc(CN2CCOCC2)cc1,i,i,-9,i,i,i,i,-0.5,-4,-5,4
Cn1c(=O)c2ccccc2n(CC(=O)N2CCCc3ccccc32)c1=O,i,i,7,i,i,i,i,0.4,11,-29,2
C(=N\N1CCOCC1)/c1cccs1,i,i,0,i,i,i,i,0.2,-6,-16,-9
COC(=O)c1c(C(=O)OC)c(C)n(Cc2cccnc2)c1C,i,i,13,i,i,i,i,-3.7,1,-28,-8
COc1cc(NC(=O)c2sc(C)nc2C)c(OC)cc1NC(=O)c1ccccc1,i,i,-4,i,i,i,i,-2.2,-1,-60,5
O=C(CSc1nnc(COc2ccccc2)n1Cc1ccco1)c1ccc(F)cc1,i,i,6,i,i,i,i,-0.1,-2,-7,3
COc1cc(/C=N/NC(=O)c2ccc(COc3cc(C)ccc3C(C)C)cc2)cc(OC)c1O,i,i,37,i,i,i,i,-1.4,-1,-33,5
Cc1[nH]c(=O)[nH]c(=O)c1NS(=O)(=O)c1ccccc1,i,i,6,i,i,i,i,-1.0,-1,-29,8
CC(C)CC(=O)Nc1ccnc(-c2ccncc2)n1,i,i,-13,i,i,i,i,0.2,5,-5,1
CCCC(=O)Nc1nnc(-c2ccco2)s1,i,i,·,i,i,i,i,·,·,-47,-2

# Given tab-delimited: entries from further up.
SMILES	TRPC6 activator	MrgX1 antagonist	aSyn UTR inh	TRPC4 agonist	TRPC4 block	TRPC4 potent	TRPC6 inh	HIF act	SKKanGAS inh	KLF5 inhibitor	IEC-6 cytotox
CN1CCC(N(C)C(=S)Nc2ccc(SC(F)F)cc2)CC1	i	i	-16	i	i	i	i	-0.1	-6	-19	2
O=C(NNC(=O)c1ccccc1Cl)c1cccs1	i	i	-39	i	i	i	i	-0.3	-4	-43	0
Cc1ccccc1NC(=O)CSc1nc(Nc2ccccc2)nc(N2CCOCC2)n1	i	i	28	i	i	i	i	-0.3	0	9	-5
CCOC(=O)c1[nH]c2cc(OC)c(OC)cc2c1NC(=O)CN1CCN(c2ccc(OC)cc2)C(C)C1 (stereo unspecified)	i	i	14	i	i	i	i	-0.8	29	-23	9
Cc1ccc(S(=O)(=O)N2CCN(C(=O)N3CCOCC3)C2C)cc1 (stereo unspecified)	i	i	-4	i	i	i	i	-0.4	-1	-24	0
Cc1cccc(N2C(=N)SCC2=O)c1C	i	i	-1	i	i	i	i	-0.4	-8	-3	-3
O=C(NCCO)c1ccc2[nH]c3c(c2c1)CCCC3	i	-6.5*	-32	i	i	i	i	·	-2	-43	-4
CC(C)c1ccc(NC2CCCN(C(=O)c3cscn3)C2)cc1 (stereo unspecified)	i	i	-23	i	i	i	i	0.1	4	-40	1
CCOC(=O)C1CCN(C(=O)c2ccc3c(c2)NC(=O)/C(=C\c2cccc(C)c2)S3)CC1	i	i	-14	i	i	i	i	0.1	?	-13	-8
O=C(COC(=O)CCCNC(=O)c1ccc(Cl)cc1)Nc1cc(Cl)ccc1Cl	i	i	-6	i	i	i	i	-0.7	-4	-12	4

# Other compounds
SMILES,TRPC6 activator,MrgX1 antagonist,aSyn UTR inh,TRPC4 agonist,TRPC4 block,TRPC4 potent,TRPC6 inh,HIF act,SKKanGAS inh,KLF5 inhibitor,IEC-6 cytotox
COc1cccc(C(=O)NCC(=O)N/N=C(C)\C=C\c2ccccc2)c1,i,i,-7,i,i,i,i,-1.3,-14,-17,3
Clc1cccc(N/N=C/c2ccc(N3CCOCC3)cc2)c1,i,i,-183,i,i,i,i,2.0,-1,-66,2
COc1ccccc1N1CCN(C(=O)CSc2nc3ccccc3c(=O)n2CC2CCCO2)CC1 (stereo unspecified),i,i,5,i,i,i,i,0.6,-5,-43,1
CCN(CC)S(=O)(=O)c1cccc(C(=O)Nc2ccc(Cl)cn2)c1,i,i,-76,i,i,i,i,2.5,-28,-53,2
NC(=O)[C@H](Cc1cc2ccccc2s1)NC(=O)[C@@H]1CC2(CC(c3cccc(NC(=O)[C@@H]4CCC(=O)N4)c3)=NO2)CN1C(=O)/C=C/c1c(F)cccc1Cl (stereo partly specified),i,i,7,i,i,i,i,-1.1,27,6,-2
CN1CCN(CCOc2ccc(Cc3ccccc3)cc2)CC1,i,i,4,i,i,i,i,0.6,4,-8,5
CC(C)=CC1C(C(=O)Nc2ccc(Br)cn2)C1(C)C (stereo unspecified),i,i,27,i,i,i,i,-0.1,5,-2,0
CCC(C)NC(=O)C(=O)NC1CCCC1 (stereo unspecified),i,·,-23,i,i,i,i,0.3,-14,-6,-3
C#CCCCCCCCCC(=O)NCCCC,i,i,17,i,i,i,i,-0.4,-7,14,5
O=C(c1ccc2nc(-c3ccco3)c(-c3ccco3)nc2c1)N1CCN(c2ncccn2)CC1,i,-6*,12,i,i,i,i,-0.8,1,16,-9
Cc1c(NS(=O)(=O)c2cc(C(=O)NCC3CCCO3)cc(Cl)c2Cl)c(=O)n(-c2ccccc2)n1C (stereo unspecified),i,i,-8,i,i,i,i,0.8,-1,·,·
Cc1ccc(C(=O)Nc2ccc(C(=O)N/N=C/c3c[nH]c4ccccc34)cc2)cc1,i,i,-45,i,i,i,i,0.3,10,-36,6
Cc1ccc(-c2cc(-c3ccc(Cl)cc3)c(C#N)c(N)n2)o1,i,i,0,i,i,i,i,-0.6,16,-19,-4
Cc1ccccc1Cn1c2ccccc2c2cnn(CC(=O)NCc3ccccn3)c(=O)c21,i,i,3,i,i,i,i,-0.7,-3,-6,2
CCOc1ccc2[nH]c3c(NCCO)ncnc3c2c1,i,i,-33,i,i,i,i,-4.3,-2,-70,-3
CCCCN1C(=O)CN(CCc2ccccc2)C(=O)C1c1ccc(OC)cc1 (stereo unspecified),i,i,-11,i,i,i,i,-0.7,0,-11,2
COc1ccc(NC(=O)CSc2nc(-c3ccco3)nc3cc(=O)[nH]n23)cc1Cl,i,i,16,i,i,i,i,0.2,0,-32,-10
Cc1ccc(NC(=S)N2CCN(c3ncccn3)CC2)cc1C,i,i,-84,i,i,i,i,1.5,4,-11,-2
CCOC(=O)c1nn(-c2cccc(C)c2)c2nc(-c3ccccc3)c(C#N)c(=O)n12,i,i,24,i,i,i,i,-0.1,27,3,0
Cn1c(=O)c2cc(S(=O)(=O)Nc3ccc4c(c3)OCO4)ccc2n(C)c1=O,i,i,28,i,i,i,i,-0.8,-8,0,22*
N#CC1=C(N)Oc2cc(N)ccc2C1c1ccccc1Cl (stereo unspecified),i,i,-5,i,i,i,i,-21,3,-31,-8
Cn1c(=O)c2c(nc(N3CCOCC3)n2CC(=O)C23CC4CC(CC(C4)C2)C3)n(C)c1=O,i,i,-9,i,i,i,i,0.5,-19,-33,-2

# Source: PubChem (several laboratories)
